# RGS4 inh – inhibitors of human RGS4 | P49798 | HEK293 M3R/RGS4 inducible, Fluo-4 calcium flux; active compounds read high; triggered by carbachol at its EC20 | B-score at 10 µM | actives 0.45% (n = 310,000) | AID 463165;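 active = B-score, a plate-corrected calcium signal, over three deviations above library mean, with baseline fluorescence within five deviations of library mean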;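 also: RGS4 expression induced by doxycycline in cells with stable M3 receptor; B-score is computed from the integrated fluorescence ratio over baseline after carbachol; higher B-score means a larger calcium signal and so more RGS4 inhibition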
# Target sequence (P49798 whole entry, looked up): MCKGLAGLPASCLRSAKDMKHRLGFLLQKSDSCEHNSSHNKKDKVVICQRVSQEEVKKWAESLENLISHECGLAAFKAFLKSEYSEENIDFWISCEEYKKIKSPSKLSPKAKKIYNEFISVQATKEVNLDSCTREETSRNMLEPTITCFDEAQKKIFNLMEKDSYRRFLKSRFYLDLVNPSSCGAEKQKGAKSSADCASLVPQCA
# SKKanGAS inh – inhibitors of SKKanGAS S. pyogenes growth in kanamycin (SK-promoter or general growth effect); actives 1.3% (n = 300,000); BacTiter-Glo, 6 h; AID 1662; inhibition, % at 7.5 µM;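 active = mean replicate score, as percent of positive control median, at least 50; inconclusive = mean below 50 but one replicate at or above 50; inactive = mean and every replicate below 50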;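 also: strain carries kanamycin resistance gene driven by streptokinase promoter and grows in 40 µg/ml kanamycin; loss of luminescence reflects streptokinase promoter inhibition or plain growth inhibition; 0% = median of DMSO wells and 100% = positive control at its reference dose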
# ANO1 activ – mouse TMEM16A channel activation, primary screen | Q8BHY3 | HEK293 TMEM16A/YFP-H148Q/I152L, iodide quench fluorescence; active compounds read low | B-score at 10 µM | actives 0.3% (n = 340,000) | AID 623877;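 active = fluorescence-ratio B-score plate-corrected deviation score at least 3 library SD below zero, with starting fluorescence score within 5 deviations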;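 also: channel opened by trigger with iodide after compound preincubation; score built on the fluorescence ratio of max minus min over baseline; more negative score means more quench and so TMEM16A activation or potentiation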
# KCNK3 inh – human KCNK3 channel inhibition, primary screen; O14649; CHO-KCNK3 thallium flux, FluxOR fluorescence; active compounds read low; B-score at 10 µM; actives 0.84% (n = 340,000); AID 602410;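 active = B-score under library mean minus 4 SD, starting fluorescence ratio at most library mean plus 5 SD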;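 also: more negative B-score means stronger inhibition of thallium flux through KCNK3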
# Target sequence (O14649 whole entry, looked up): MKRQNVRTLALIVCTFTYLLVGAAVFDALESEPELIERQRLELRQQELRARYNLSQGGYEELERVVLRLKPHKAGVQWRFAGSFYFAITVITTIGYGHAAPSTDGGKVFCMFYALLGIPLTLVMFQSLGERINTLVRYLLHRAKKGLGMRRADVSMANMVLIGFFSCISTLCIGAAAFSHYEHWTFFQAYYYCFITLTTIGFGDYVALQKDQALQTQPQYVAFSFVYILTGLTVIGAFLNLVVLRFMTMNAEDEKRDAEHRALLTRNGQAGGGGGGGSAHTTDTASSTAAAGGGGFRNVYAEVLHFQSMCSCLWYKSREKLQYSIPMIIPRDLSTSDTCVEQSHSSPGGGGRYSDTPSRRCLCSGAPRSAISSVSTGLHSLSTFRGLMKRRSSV
# KCNQ1 pot – potentiates or activates the human KCNQ1 potassium channel. P51787. CHO-K1 KCNQ1, thallium flux FluxOR fluorescence; active compounds read high. B-score at 10 µM. actives 0.35% (n = 310,000);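 active = fluorescence ratio B-score, a plate-corrected score, at least three library SD, with initial intensity B-score within 5 SD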
#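 Assay system: stable KCNQ1 CHO-K1 line; medium: assay buffer, equal DMSO in all wells; timing: 90 min dye loading and 20 min compound exposure, both at room temperature; technique: kinetic FluxOR thallium fluorescence, 10-s 1-Hz baseline, 110-s post-stimulus read; read-out basis: B score of baseline-normalized fluorescence ratio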
# hERG protect – hERG (human) protection from proarrhythmic block. Q12809. activation (rescue from dofetilide block), less the hit threshold, % at 10 µM. CHO-hERG, FluxOR thallium flux, dofetilide IC70 present. actives 0.51% (n = 310,000);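 active = activation above the mean of controls blocked by dofetilide plus 5 SD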;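 also: thallium influx through hERG after potassium depolarization seen as dye fluorescence rise; in these data hits start at about 4.7%; inactives centre near -7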
# TMEM16A inh – mouse TMEM16A channel inhibition, primary screen | normalized B-score (activity score, 25-100; higher = stronger inhibition) at 10 µM | AID 588511 | Q8BHY3 | HEK293 TMEM16A/YFP iodide influx fluorescence, ionomycin | actives 1.2% (n = 310,000);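 active = ratio plate-corrected score three or more library SD toward inhibition, starting fluorescence score within five deviations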;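 also: score derived from kinetic fluorescence span divided by baseline fluorescence per well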
# KCNK9 inh – inhibitors of human KCNK9 two-pore domain potassium channel; Q9NPC2; HEK293 KCNK9, FluxOR thallium flux fluorescence; active compounds read low; B-score at 10 µM; actives 1.2% (n = 310,000); AID 488922;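 active = ratio B-score over 3 SD below the library mean, with starting fluorescence within 5 SD of its mean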;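 also: negative B-score means less thallium flux so channel inhibition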
# RGS4 pot – potentiators or activators of RGS4; HEK293 M3R/inducible RGS4, carbachol calcium flux Fluo4; active compounds read low; B-score at 10 µM; actives 0.92% (n = 310,000);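 active = B-score of the integrated calcium signal more than 4 SD below the library mean, with starting fluorescence not abnormally high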;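 also: negative B-score means reduced calcium response which marks RGS4 activation or potentiation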
#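 test system = M3R-expressing HEK293 line, RGS4 induced by doxycycline | probe or stimulus = carbachol at ECmax as muscarinic agonist stimulus | timing = dye loading 30 min 37 °C, buffer rest 30 min RT | signal = calcium dye Fluo4 fluorescence | evaluation = B score from integrated fluorescence ratio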
# HDAC3 inh – inhibitors of human histone deacetylase 3; actives 0.15% (n = 320,000); inhibition, % at 8.3 µM; AID 2718; recombinant HDAC3, fluorogenic peptide/trypsin coupled, fluorescence; O15379; in the data active = inhibition above about 26%, passing the limit was not always enough; inconclusive = no clear call, values can overlap the other calls
# Target sequence (O15379 whole entry, looked up): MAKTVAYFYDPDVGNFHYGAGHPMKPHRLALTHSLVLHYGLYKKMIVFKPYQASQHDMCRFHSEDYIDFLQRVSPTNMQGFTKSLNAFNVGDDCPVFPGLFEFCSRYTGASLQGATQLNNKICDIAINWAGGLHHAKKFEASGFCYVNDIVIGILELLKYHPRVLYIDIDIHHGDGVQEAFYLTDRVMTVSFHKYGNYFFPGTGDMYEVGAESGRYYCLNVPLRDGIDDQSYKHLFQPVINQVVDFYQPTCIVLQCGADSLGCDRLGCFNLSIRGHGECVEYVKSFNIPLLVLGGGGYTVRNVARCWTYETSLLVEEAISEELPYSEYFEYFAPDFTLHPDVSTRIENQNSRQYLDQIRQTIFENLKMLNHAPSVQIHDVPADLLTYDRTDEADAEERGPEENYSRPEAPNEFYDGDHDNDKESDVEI
# KCNQ1 block – blocks the human KCNQ1 potassium channel; AID 2642; CHO-K1 KCNQ1, FluxOR thallium flux fluorescence; active compounds read high; actives 1.3% (n = 310,000); P51787; B-score at 10 µM;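 active = compounds whose thallium flux B-score, printed positive for inhibition, exceeds three library SD while starting fluorescence stays within three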;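 also: channel opened by potassium depolarization with thallium stimulus after 20 min compound exposure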
# * marks the source's active call; other numbers are inactive results; i = inactive; u = inconclusive; x = not tested or not shown.
SMILES,RGS4 inh,SKKanGAS inh,ANO1 activ,KCNK3 inh,KCNQ1 pot,hERG protect,TMEM16A inh,KCNK9 inh,RGS4 pot,HDAC3 inh,KCNQ1 block
CC1CCCC(C)N1CCNC(=O)CCn1nc(-c2ccccc2)ccc1=O (stereo not drawn),i,0,i,i,i,-11,i,i,i,4,i
CCOC(=O)c1c(C)[nH]c(C)c1S(=O)(=O)N1CCN(C(=O)c2ccco2)CC1,i,3,i,i,i,-7,i,i,i,-7,i
O=C(Nc1ccc(N2CCCC(O)C2)cc1)c1snc2c(=O)[nH]cnc12 (stereo not drawn),i,30,i,i,i,-9,i,i,i,1,i
CS(=O)(=O)c1nc(-c2ccccc2)c(-c2ccccc2)[nH]1,i,-7,i,i,i,-9,i,i,i,-10,i
COc1cc(NC(=O)COc2ccc(C)c(C)c2)ccc1NC(=O)c1ccco1,i,11,i,i,i,-11,i,i,i,2,i
Cc1nn(-c2ccccc2)c(Cl)c1/C=C1\SC(=S)N(C)C1=O,i,-5,i,i,i,0,i,i,i,1,i
Oc1cncc(Cc2ccccc2)c1,i,8,i,i,i,-7,i,i,i,2,i
O=C(Nc1cccc(S(=O)(=O)NC2=NCCCCC2)c1)C1COc2ccccc2O1 (stereo not drawn),i,1,i,i,i,-6,i,i,i,1,i
COC(=O)Nc1nc2c(s1)CCCC2,i,-10,i,i,i,-4,i,i,i,-4,i
O=C(/C=C/c1ccc(S(=O)(=O)N2CCOCC2)cc1)N1CCN(c2ccc(F)cc2)CC1,i,-6,i,i,i,-8,i,i,i,1,i
COc1cc(C(C(=O)NC2CCCCC2)N(Cc2cccs2)C(=O)Cc2c[nH]c3ccccc23)cc(OC)c1OC (stereo not drawn),i,18,i,i,i,-14,i,i,i,3,i
Cc1cccc(C(=O)N2CCc3cc(-c4nc(NC(=O)Cn5nnc6ccccc6c5=O)sc4C)ccc32)c1,i,25,x,x,i,-15,i,i,i,x,i
O=c1c2[nH]c3ccccc3c2nc2n1CCCS2,i,3,i,i,i,-1,i,i,i,u,i
CSCCC(NC(=O)c1ccc(Cl)cc1Cl)C(=O)NNC(=O)c1csc(N2CCOCC2)n1 (stereo not drawn),i,-5,i,i,i,-3,i,i,i,-1,i
COC(OC)c1ccnc(SCc2ccccc2Cl)n1,i,-5,i,i,i,-8,i,i,i,1,i
O=C(O)CSc1nnc(NC(=O)c2ccc3c(c2)OCO3)s1,i,-14,i,i,i,-3,i,i,i,-1,i
COc1ccccc1N1C(=O)c2cccnc2C1=O,i,1,i,i,i,-8,i,i,i,4,i
Cc1ccc(NC(=O)c2ccc(F)cc2F)cc1NS(C)(=O)=O,i,-1,i,i,i,-10,i,i,i,-11,i
CCc1nnc(NC(=O)C(C)C)s1,i,19,i,i,i,-8,i,i,i,-5,i
COc1ccc(C(O)(CCc2ccccc2)CCN2CCCCC2)cc1 (stereo not drawn),i,-5,i,i,i,-7,i,i,-8.9*,3,i
CNC(=S)Nc1cccc([N+](=O)[O-])c1,i,-5,i,i,i,-6,i,i,i,-9,i
O=C(Nc1ccccc1)Nc1ccc(C(=O)N2CCCC2)cc1,i,u,i,i,i,-2,i,i,i,-3,i
CCN(CC)CCCNC(=O)Cn1nc([N+](=O)[O-])c(Cl)c1C,i,-14,i,i,i,-4,i,i,i,-8,i
CN(CC(=O)Nc1ccccc1Cl)C(=O)CSc1nnc(-c2ccco2)o1,i,-7,i,i,i,-6,i,i,i,2,i
CCCCn1c(SCC(=O)NNC(=O)c2ccco2)nnc1-c1ccco1,i,-4,i,i,i,-4,i,i,i,-2,i

# Of the compounds above, these contain a Cl atom.
SMILES,RGS4 inh,SKKanGAS inh,ANO1 activ,KCNK3 inh,KCNQ1 pot,hERG protect,TMEM16A inh,KCNK9 inh,RGS4 pot,HDAC3 inh,KCNQ1 block
Cc1nn(-c2ccccc2)c(Cl)c1/C=C1\SC(=S)N(C)C1=O,i,-5,i,i,i,0,i,i,i,1,i
CSCCC(NC(=O)c1ccc(Cl)cc1Cl)C(=O)NNC(=O)c1csc(N2CCOCC2)n1 (stereo not drawn),i,-5,i,i,i,-3,i,i,i,-1,i
COC(OC)c1ccnc(SCc2ccccc2Cl)n1,i,-5,i,i,i,-8,i,i,i,1,i
CCN(CC)CCCNC(=O)Cn1nc([N+](=O)[O-])c(Cl)c1C,i,-14,i,i,i,-4,i,i,i,-8,i
CN(CC(=O)Nc1ccccc1Cl)C(=O)CSc1nnc(-c2ccco2)o1,i,-7,i,i,i,-6,i,i,i,2,i

# (more compounds)
SMILES,RGS4 inh,SKKanGAS inh,ANO1 activ,KCNK3 inh,KCNQ1 pot,hERG protect,TMEM16A inh,KCNK9 inh,RGS4 pot,HDAC3 inh,KCNQ1 block
CSCCC(NS(=O)(=O)c1ccc2c(c1)oc(=O)n2C)C(=O)NCc1ccc(C)cc1 (stereo not drawn),i,1,i,i,i,-10,i,i,i,4,i
O=C(CSc1nccc(=O)[nH]1)Nc1cccc2ccccc12,i,-3,i,i,i,-9,i,i,i,5,i
COc1ccc(OC)c(NC(=O)Cn2cccc2)c1,i,-1,i,i,i,-8,i,i,i,2,i
Cc1ccc(C(C)NC(=O)c2cccs2)cc1 (stereo not drawn),i,2,i,i,i,-6,i,i,i,2,i
CC(=O)NC1=NC(=O)/C(=C/c2cc(C)n(-c3ccc(NC(C)=O)cc3)c2C)S1,i,79*,i,i,i,-10,i,i,i,-3,i
CCOC(=O)CN=C(NS(=O)(=O)c1ccc(Cl)cc1)c1ccccc1,i,2,i,i,i,-13,i,i,i,-4,i
CCCOc1cccc(C2C(C(=O)c3cccs3)=C(O)C(=O)N2CCN2CCOCC2)c1 (stereo not drawn),i,6,i,i,i,-5,i,i,i,-3,i
COc1cc(C(=S)N2CCCCC2)ccc1OCC(=O)N1CCCC1,i,2,i,i,i,-7,i,i,i,1,i
COC(=O)c1ccc(Oc2c(C)oc3c(CN4CCN(C)CC4)c(O)ccc3c2=O)cc1,i,-4,i,i,i,-6,i,i,i,-108,i
Cc1cc(F)ccc1NC(=O)c1ccc(NS(=O)(=O)c2cc(C(C)(C)C)ccc2C)cc1,i,22,i,i,i,-6,i,i,i,21,i
COc1ccc(-c2c(-c3ccc(OC)cc3O)nc(C)nc2C(F)(F)F)cc1,i,1,i,i,i,-8,i,i,i,4,i
COc1ccc(NC(=O)c2cc(-c3ccccc3)nc3c2c(C)nn3-c2ccccc2)c(OC)c1,i,-8,i,i,i,-10,i,i,i,-2,i
COc1ccc(S(=O)(=O)NCC2CCCN(C(=O)CCSC)C2)cc1 (stereo not drawn),i,0,i,i,i,-3,i,i,i,2,i
Cc1ccc(OCCCC(=O)Nc2cc(Cl)ccc2-n2cncn2)cc1,i,-7,i,i,i,-13,i,i,i,7,i
O=C(Oc1ccccc1N1C(=O)C2CCCCC2C1=O)c1ccccc1F (stereo not drawn),i,2,i,i,i,2,i,i,i,1,i
O=C(CSCc1nc2scc(-c3cccs3)c2c(=O)[nH]1)Nc1ccccn1,i,6,i,i,i,-8,i,i,i,x,i
C=CCN1C(=O)C(C)(C)Nc2ccccc21,i,-1,i,i,i,-10,i,i,i,-9,i
COc1cccc2cc(NC(=O)C3CCCCC3)c(=O)oc12,i,-2,i,i,i,-7,i,i,i,-1,i
CN(Cc1ccc(F)cc1)C(=O)COc1ccc2ccccc2c1,i,-8,i,i,i,-4,i,i,i,-2,i
Cn1c(SCc2cccc([N+](=O)[O-])c2)nc2c(c1=O)SCC2,i,6,i,i,i,-7,i,i,i,4,i
O=C(Nc1ccccc1)c1cccc(S(=O)(=O)NC2CCCC2)c1,i,-9,i,i,i,0,i,i,i,4,i
O=S(=O)(NNC(=S)NCC1CCCO1)c1cc(Cl)ccc1Cl (stereo not drawn),i,-1,i,i,i,-5,i,i,i,2,i
CC(=O)N/C(=C/c1ccc2c(c1)OCO2)C(=O)N1CCOCC1,i,4,i,i,i,-6,i,i,i,2,i
O=C(O)c1cc(S(=O)(=O)N2CCCCCC2)ccc1Cl,i,0,i,i,i,-5,i,i,i,3,i
COc1ccc2oc(=O)c(/C(N)=N/NC(=O)c3ccncc3)cc2c1,i,-1,i,i,i,-4,i,i,i,0,i

# Later entries:
SMILES,RGS4 inh,SKKanGAS inh,ANO1 activ,KCNK3 inh,KCNQ1 pot,hERG protect,TMEM16A inh,KCNK9 inh,RGS4 pot,HDAC3 inh,KCNQ1 block
CCCCn1c(SCC(=O)NCc2cccs2)nc2c1c(=O)n(C)c(=O)n2C,i,2,i,i,i,1,i,i,i,4,i
C/C(=N\NC(=O)c1csc2ccccc12)c1ccc(O)cc1,i,0,i,i,i,-7,i,i,i,-3,i
CCOC(=O)C1=C(N)N(c2ccc(C)cc2)C2=C(C(=O)CCC2)C1c1cccs1 (stereo not drawn),i,-20,i,i,i,-9,i,i,i,-5,i
Cc1ccc(C2=CC(c3cccs3)n3nnnc3N2)cc1 (stereo not drawn),i,8,i,i,i,-9,i,i,i,6,i
CC(=O)Nc1ccc(S(=O)(=O)N2c3ccccc3C(C)=CC2(C)C)cc1,i,1,i,i,i,-19,i,i,i,13,i
CCN(CC(=O)Nc1c(F)cccc1F)C(=O)CSCC(=O)Nc1cccc(C)c1,i,-4,i,i,i,-6,i,i,i,0,i
Cc1ccc(C)c(NC(=O)CN(C)C(=O)COc2cccc3c2OC(C)(C)C3)c1,i,20,i,i,i,-18,i,i,i,1,i
CCCCN(C(=O)c1cccc(S(=O)(=O)N2CCOCC2)c1)c1c(N)n(CCC)c(=O)[nH]c1=O,i,0,i,i,i,-7,i,i,i,-2,i
COc1ccc2[nH]c(C(=O)N3CCC(CO)(Cc4cccc(C(F)(F)F)c4)CC3)c(C)c2c1,i,7,i,i,i,-2,i,i,i,13,i
CCO[C@H]1OC(C(N)=O)=C[C@@H](C2CCCCC2)[C@@H]1CCCO,i,2,i,i,i,-12,i,i,i,-2,i
CCOC(=O)c1ccc(Oc2nc(SC)nc(N(C)C)n2)cc1,i,0,i,-9.8*,i,-3,i,-8.8*,i,3,i
COc1ccccc1C(=O)N1c2ccccc2Sc2ccccc21,i,-5,i,i,i,-10,i,-14*,i,1,i
CCOC(=O)N1CCC2(CC1)C(C#N)=C(N)OC1=C2C(=O)CCC1,i,-14,i,i,i,-5,i,i,i,-6,i

# Compound activity from PubChem.
